Bioassay records: PubChem BioAssay, National Center for Advancing Translational Sciences (NCATS)
Shiga inhibitor – Shiga toxin inhibition | AID 2315 | inhibition, % at 38.7 µM | Vero cells, Shiga toxin protein synthesis inhibition reporter | 290,000 compounds, 9.2% hits; in the data active = inhibition mostly above about 28%, no sharp cut-off; inactive = mostly below about 43%; also: 0% is about no effect
TbPYK inhibitor – blocks Trypanosoma brucei pyruvate kinase | Q57TT1 | TbPYK enzyme, Kinase-Glo Plus ATP luminescence, 45 min | Potency, µM (highest dose often 76.8 µM), for the others: at the highest dose activity, negative = inhibition, actives largely listed as inhibitors | 410,000 compounds, 0.12% hits | AID 624173; also: potency is read from the fitted curve at half-maximal effect; % is scaled to controls: 0 for no effect and ±100 for the full control effect; nearly all actives have a fitted effect of over 50% in size
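Luminescent Kinase-Glo Plus end-point after 45 min room-temperature reaction of T. brucei pyruvate kinase started with 130 uM ADP (final). Buffer TEA 50 mM pH 7.2 with KCl, MgCl2, BSA, Tween-20; titration-based qHTS with fitted concentration-effect curves.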
Cycloheximide cs – counter-screen hit for Shiga toxin inhibitors, cycloheximide | 300,000 compounds, 12% hits | max response, % | AID 2314 | cell reporter, cycloheximide protein synthesis inhibition counterscreen; in the data active = max response mostly above about 13%, no sharp cut-off; inactive = mostly below about 14%; also: read at 38.3 µM for the half of the compounds with a filed dose; 0% is about no effect
HCV inhibitor – HCV inhibition; 340,000 compounds, 3.4% hits; Potency, µM (highest dose often 41.8 µM), inactives show at the highest dose activity change, negative = inhibition, hits mostly inhibitors; Huh7.5.1 HCVcc-Cre infection, luciferase reporter, 44 h; also: potency is read from the fitted curve at half-maximal effect; % is scaled to controls: 0 for no effect and ±100 for the full control effect
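HCVcc-Cre virus at an moi near 0.5 was added right after compound to cells cultured 4 h from seeding (1,000 cells/well). Luciferase activity was determined 44 h later, 15 min after substrate addition at RT.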
LmPK inh – LmPK (Leishmania mexicana) enzyme inhibition; Q27686; purified LmPK, Kinase-Glo ATP luminescence, 1 h; Potency, µM (series often up to 57.5 µM), inactives show top-dose activity change, negative = inhibition, hits mostly inhibitors; 290,000 compounds, 0.37% hits; AID 1721; also: potency is read from the fitted curve at half-maximal effect; % is scaled to controls: 0 for no effect and ±100 for the full control effect
Target sequence (Q27686 whole entry, looked up): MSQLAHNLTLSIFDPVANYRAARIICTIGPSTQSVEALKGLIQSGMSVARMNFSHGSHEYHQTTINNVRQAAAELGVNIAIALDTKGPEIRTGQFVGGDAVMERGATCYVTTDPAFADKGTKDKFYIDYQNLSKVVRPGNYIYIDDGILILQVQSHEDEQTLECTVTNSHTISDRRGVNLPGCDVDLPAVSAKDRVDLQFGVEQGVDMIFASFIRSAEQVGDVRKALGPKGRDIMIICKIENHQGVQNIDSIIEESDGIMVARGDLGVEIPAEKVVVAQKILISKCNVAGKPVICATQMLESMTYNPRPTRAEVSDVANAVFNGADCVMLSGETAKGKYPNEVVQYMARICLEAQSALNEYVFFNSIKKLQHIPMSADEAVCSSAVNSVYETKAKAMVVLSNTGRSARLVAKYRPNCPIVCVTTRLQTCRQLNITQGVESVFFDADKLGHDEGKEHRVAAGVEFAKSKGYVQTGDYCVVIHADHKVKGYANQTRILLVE
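Purified LmPK (0.1 nM) with 0.5 mM PEP and 0.1 mM ADP in imidazole buffer pH 7.2 with MgCl2/KCl, 1 h at room temperature. ATP formed was read by luciferase luminescence and normalized to no-enzyme and uninhibited controls.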
Pf growth 96h – P. falciparum growth inhibition at 96 hours. Potency, µM (top dose mostly 28.7 µM), without a hit: top-dose activity change, negative = inhibition, usual class: inhibitors. 320,000 compounds, 6.9% hits. P. falciparum luciferase reporter growth, 96 h; also: potency is read from the fitted curve at half-maximal effect; % is scaled to controls: 0 for no effect and ±100 for the full control effect
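Infected RBCs, 2% Hct / 0.05% parasitemia final; luciferase-reporter P. falciparum; cpd 96 h, 37 C, 5% CO2; luciferase detection reagent; luminescence.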
Pf growth 48h – P. falciparum growth inhibition at 48 hours (one generation). 310,000 compounds, 5.9% hits. AID 504832. P. falciparum luciferase growth in erythrocytes, 48 h. Potency, µM (series often up to 28.7 µM), inactives show at the highest dose activity change, negative = inhibition, hits mostly inhibitors; also: potency is read from the fitted curve at half-maximal effect; % is scaled to controls: 0 for no effect and ±100 for the full control effect
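Luciferase-expressing parasites in RBCs, 2% Hct / 0.1% parasitemia final; RPMI 1640 + 0.5% Albumax; 37 C, 5% CO2, one generation; luminescence read-out, lower signal = inhibition.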
The depositor's hits bear a star; ? = inconclusive; · = not tested or not shown; [ ] = dose if it differs, or a comment. Unless noted, calls follow the shape of the dose curve; as a rule, active = well fitted curve in the direction sought with a large enough effect; inconclusive = small, poorly fitted or top-dose-only effect, or another doubt; inactive = no such curve, though single readings can be large; an effect the other way counts as inactive or inconclusive.

The opening 13 records (preview)
SMILES	Shiga inhibitor	TbPYK inhibitor	Cycloheximide cs	HCV inhibitor	LmPK inh	Pf growth 96h	Pf growth 48h
CCSc1cc(C)nc2c(-c3ccc(Cl)cc3)c(C)nn12	19	0%	4	?	1%	-2%	·
CCOC(=O)C(=O)Nc1ccc(OCc2ccccc2)cc1	-4	-1%	3	24%	-5%	19%	18%
O=C(NCCSc1ccccc1)c1ccccc1	114*	-30%	31*	9%	-9%	·	165%[activator]
O=C(OCCNc1nc(-c2ccccc2)nc2ccccc12)c1cccnc1	-19	-8%	9	?	2%	14%	-12%
CN(C)S(=O)(=O)c1cccc(NC(=O)c2cc(=O)[nH]c(=O)[nH]2)c1	10	0%	-4	13%	4%	37%[activator]	15%
Cc1[nH]c2ccccc2c1C(C#N)(C#N)C1C(=O)c2ccccc2C1=O	22	2%	1	1%	-28%	?	?
COc1ccccc1OCC(=O)NC1CCCCCC1	42*	3%	22*	?	-1%	?	0%
NC(=O)C1CCN(C(=O)CCSc2ccccc2)CC1	44*	-2%	20*	?	1%	-23%	179%[activator]
CCN(CC)c1ccc(NC(=O)c2cccc(C)c2OC)c(C)c1	87*	?	65*	?	-1%	24%	106%[activator]
O=S(=O)(c1ccc2ncn(O)c2c1)N1CCOCC1	10	-17%	1	-7%	1%	113%[activator]	24%
CN(C(=O)COC(=O)c1cccc(S(=O)(=O)N2CCCCC2)c1)C1CCS(=O)(=O)C1 (configuration not stated)	·	-4%	·	11%	·	2%	3%
Nc1cc(=O)[nH]c(SCC(=O)Nc2cccc(Cl)c2Cl)n1	-4	7%	14	-11%	-1%	93%[activator]	-3%
CN1CCN(C(=O)CSc2nc3c(c(=O)n(C)c(=O)n3C)n2C)CC1	-5	5%	-4	10%	-1%	?	2%

The list itself, previewed entries included:
SMILES	Shiga inhibitor	TbPYK inhibitor	Cycloheximide cs	HCV inhibitor	LmPK inh	Pf growth 96h	Pf growth 48h
CCSc1cc(C)nc2c(-c3ccc(Cl)cc3)c(C)nn12	19	0%	4	?	1%	-2%	·
CCOC(=O)C(=O)Nc1ccc(OCc2ccccc2)cc1	-4	-1%	3	24%	-5%	19%	18%
O=C(NCCSc1ccccc1)c1ccccc1	114*	-30%	31*	9%	-9%	·	165%[activator]
O=C(OCCNc1nc(-c2ccccc2)nc2ccccc12)c1cccnc1	-19	-8%	9	?	2%	14%	-12%
CN(C)S(=O)(=O)c1cccc(NC(=O)c2cc(=O)[nH]c(=O)[nH]2)c1	10	0%	-4	13%	4%	37%[activator]	15%
Cc1[nH]c2ccccc2c1C(C#N)(C#N)C1C(=O)c2ccccc2C1=O	22	2%	1	1%	-28%	?	?
COc1ccccc1OCC(=O)NC1CCCCCC1	42*	3%	22*	?	-1%	?	0%
NC(=O)C1CCN(C(=O)CCSc2ccccc2)CC1	44*	-2%	20*	?	1%	-23%	179%[activator]
CCN(CC)c1ccc(NC(=O)c2cccc(C)c2OC)c(C)c1	87*	?	65*	?	-1%	24%	106%[activator]
O=S(=O)(c1ccc2ncn(O)c2c1)N1CCOCC1	10	-17%	1	-7%	1%	113%[activator]	24%
CN(C(=O)COC(=O)c1cccc(S(=O)(=O)N2CCCCC2)c1)C1CCS(=O)(=O)C1 (configuration not stated)	·	-4%	·	11%	·	2%	3%
Nc1cc(=O)[nH]c(SCC(=O)Nc2cccc(Cl)c2Cl)n1	-4	7%	14	-11%	-1%	93%[activator]	-3%
CN1CCN(C(=O)CSc2nc3c(c(=O)n(C)c(=O)n3C)n2C)CC1	-5	5%	-4	10%	-1%	?	2%
Cc1nc(NC(=O)c2ccc(Cl)cc2)sc1Cc1ccc2c(c1)OCO2	13	-23%	8	?	3%	?	?
O=C(COc1ccccc1[N+](=O)[O-])Nc1ccc(N2CCN(C(=O)c3cccs3)CC2)cc1	15	-1%	-2	6.3µM*	0%	-29%	10µM*
Cc1c(NS(=O)(=O)c2cc(C(=O)NCc3cccnc3)cc(Cl)c2Cl)c(=O)n(-c2ccccc2)n1C	·	2%	·	-8%	·	?	12µM*
CC(C)CCNC(=O)C1CCC(CNc2c(N3CCCC3)c(=O)c2=O)CC1 (configuration not stated)	-11	0%	-1	23%	0%	-5%	12µM*
Cc1ccc(C(=O)NCC(=O)OCCOc2cccc(Cl)c2)cc1	·	6%	·	22%	·	28%	16%
COc1ccccc1N1CCN(C(=O)c2ccc(CN3CCc4ccccc4C3)cc2)CC1	-12	-1%	-3	?	8%	?	·
CCC(=O)Nc1ccc(/C(C)=N/NC(=O)c2c(Br)c(C)nn2C)cc1	15	2%	-2	18%	-9%	?	5%
COc1ccc(N2CCN(C(=O)[C@@H]3CCCN3C3=NS(=O)(=O)c4ccccc43)CC2)cc1	·	-5%	·	6%	·	-12%	?
CCOc1ccccc1-n1c(O)c(C=Nc2ccc(N(CC)CC)cc2)c(=O)[nH]c1=O	-20	-9%	1	-18%	6%	?	?
CCOc1ccc(OCCCC(=O)Nc2nc3ccccc3[nH]2)cc1	-20	-2%	12	21%	7%	-6%	22%
O=C(CN1CCN(c2ccccn2)CC1)Nc1cccc(Cl)c1Cl	-9	-4%	-3	-1%	0%	?	?
Cc1nn(-c2ccccc2)nc1C(=O)NN	-1	0%	20	-8%	2%	13%	-4%
Continuation.
SMILES	Shiga inhibitor	TbPYK inhibitor	Cycloheximide cs	HCV inhibitor	LmPK inh	Pf growth 96h	Pf growth 48h
COc1cc(C(=O)Nc2sc3c(c2C(=O)O)CCC(C)C3)cc(OC)c1OC (configuration not stated)	-11	4%	-3	5%	5%	-17%	-5%
Cc1cc(=O)n(C(C)(C)C)c(=O)n1Cc1ccccc1	-2	8%	-5	9%	1%	13%	20%
O=C(O)C1CCC(CNCc2ccccc2Cl)CC1 (configuration not stated)	-3	-22%	0	31%[activator]	-1%	90%[activator]	16%
CC(=O)NC1C(Oc2ccccc2C)OC2COC(c3ccco3)OC2C1O (configuration not stated)	-14	-1%	-3	45%[activator]	4%	17%	-1%
CCN=C1SC(CC(=O)Nc2ccc(N3CCOCC3)cc2)C(=O)N1CC (configuration not stated)	13	-1%	-2	9%	-2%	·	0%
O=C(COC(=O)CNC(=O)c1ccccc1Cl)Nc1ncc(C(F)(F)F)cc1Cl	-5	0%	-4	3%	2%	-7%	-8%
CCOC(=O)c1ccc(-n2c(C)nc3ccccc3c2=O)cc1	-3	-3%	12	2%	3%	16%	20%
O=C(N/N=C/c1ccc(O)cc1)c1ccc(NC(=O)c2ccccc2Br)cc1	-13	-7%	-2	-22%	-1%	?	23%
C=CCNC(=O)/C(C#N)=C/c1c(N2CCN(c3cccc(Cl)c3)CC2)nc2c(C)cccn2c1=O	1	0%	-3	5%	20%	?	8.3µM*
COc1ccc(-c2nc3ccccc3o2)cc1NC(=O)c1ccc(Br)o1	19	6%	7	2%	6%	?	54%[activator]
CCOc1ccc(C(=O)NCC(=O)OC2CCOC2=O)cc1OCC (configuration not stated)	-13	-5%	-5	12%	12%	·	4%
O=C(CNCCO)NC12CC3CC(CC(C3)C1)C2	-3	-2%	-5	17%	-4%	4%	-3%
COc1cc(C2C3=C(CC(C)(C)CC3=O)OC3=C2C(=O)CC(C)(C)C3)cc([N+](=O)[O-])c1O	15	4%	-4	3%	0%	26%	-11%
Cc1ccccc1OCC(=O)OCC(=O)Nc1ccc(N2CCOCC2)cc1	-9	-3%	1	5%	1%	4%	16%
Cn1cc(CN2CCCC(C(=O)c3nccn3C)C2)c(-c2cccc(Cl)c2)n1 (configuration not stated)	2	4%	1	-15%	-5%	?	21%
COC(=O)/C(C#N)=C/c1ccc(N2CCOCC2)c([N+](=O)[O-])c1	-10	1%	2	10%	8%	3%	?
CC(C)CCCN1C(Nc2ccccc2)=NC[C@@H]1CC(C)C	-6	-8%	-2	?	-8%	?	?
COc1cc(C(=O)N[C@@H](Cc2c[nH]c3ccccc23)C(=O)O)cc(OC)c1OC	67*	2%	35*	6%	4%	-3%	4%
COc1ccc2oc(C(=O)N(CC(C)C)C3CCS(=O)(=O)C3)c(C)c2c1 (configuration not stated)	·	-2%	·	-5%	·	?	?
COc1ccc(C2(CNC(=O)c3ccccc3[N+](=O)[O-])CCOCC2)cc1	-6	5%	12	15%	1%	45%[activator]	17%
COC(=O)c1nc(NC(=O)C(C)C)n[nH]1	9	-13%	-4	-6%	6%	5.9µM*	?
CC(C)NC(=S)N/N=C/c1sc(N2CCCCC2)nc1-c1cccs1	-11	-10%	8	?	1%	0.83µM*	0%
Cc1ccc(Nc2ncccc2C(N)=O)cc1[N+](=O)[O-]	50*	-7%	39*	?	-2%	288%[activator]	289%[activator]
Cc1nnnn1-c1ccc(CC(=O)O)cc1	-4	4%	-3	3%	-1%	54%[activator]	13%
CCC(=O)c1ccc(OCC(=O)Nc2ccccc2N2CCCCC2)cc1	-2	6%	2	?	3%	19%	?
(list continues)
SMILES	Shiga inhibitor	TbPYK inhibitor	Cycloheximide cs	HCV inhibitor	LmPK inh	Pf growth 96h	Pf growth 48h
COC(=O)c1cc(N2C(=O)C3C4C=CC(CC4)C3C2=O)ccc1Cl (configuration not stated)	-7	-2%	-1	-8%	-4%	?	37%
Cc1ccc(N2C(=O)CC(N3CCSCC3)C2=O)c(C)c1 (configuration not stated)	-3	-1%	-2	7%	-6%	32%[activator]	?
CCC/C(=N\NC(=O)c1cccc(C)c1)c1ccccc1	59*	-8%	56*	10%	1%	5%	29%
O=C(NCc1ccco1)/C(=C/c1ccc(C(F)(F)F)cc1)c1nc2ccccc2[nH]1	12*	1%	59*	?	4%	?	-6%
COc1cc(C)nc(SCC(N)=O)n1	16	-1%	-2	1%	4%	58%[activator]	-2%
O=C(NCCCn1ccnc1)C(=O)c1cn(CC(=O)N2CCCCCC2)c2ccccc12	-7	4%	10	3%	0%	0%	6%
N#Cc1ccc(-c2csc(NC(=O)c3ccc(N4C(=O)CCC4=O)cc3)n2)cc1	-5	2%	7	-18%	5%	-1%	5%
CC(=O)Nc1ccc(C2CN(C)CC2C(=O)c2ccc(Cl)cc2)cc1 (configuration not stated)	-4	-2%	3	-1%	3%	?	?
O=C(NCC(c1ccco1)N1CCCC1)c1cc(S(=O)(=O)N2CCOCC2)ccc1Cl (configuration not stated)	·	0%	·	7%	·	?	?
CSC1=NP(=S)(SC)N(C)c2nc3n(c21)CCC3 (configuration not stated)	-28	-2%	-3	0%	-2%	?	?
